# Nrf2 block = blocks Nrf2 signaling | hit rate 2.1% among 360,000 | A549 ARE-Fluc reporter, luciferase luminescence, 18-24 h | Potency, µM (doses to about 46 µM), inactives show at the highest dose activity change, negative = inhibition, actives largely listed as inhibitors; further: potency means the concentration at half of the fitted maximal effect; on the % scale 0 is the no-effect control and ±100 the full control effect; nearly all actives have a fitted effect of over 60% in size
#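 Reporter: ARE-Fluc in A549. Exposure: 18-24 h, 37 °C, 5% CO2, 5% FBS OPTI-MEM. Readouts: fluorescent cytotoxicity (CellTiter-Fluor), then luminescent Nrf2 signal after BugLite.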
# A549 tox = kills or reduces viability of A549 cells in Nrf2 counter-screen; A549 ARE-Fluc cells, CellTiter-Fluor viability, 18-24 h; Potency, µM (top dose mostly 46 µM), inactives show top-dose activity change, negative = cytotoxicity, usual class: inhibitors; hit rate 0.16% among 390,000; further: potency means the concentration at half of the fitted maximal effect; on the % scale 0 is the no-effect control and ±100 the full control effect
#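 Cytotoxicity counterscreen: CellTiter-Fluor fluorescence was measured in A549 ARE_Fluc cells after 18-24 h of compound exposure in a concentration series. The subsequent BugLite luminescent read reports ARE-luciferase activity.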
# ATXN2 expr inh = reduces ATXN2 reporter expression in HEK-293 cells; HEK-293 ATXN2-luciferase reporter, luminescence, 24 h; Potency, µM (titrated, usually from 57 µM), inactives show top-dose activity change, negative = inhibition, hits mostly inhibitors; hit rate 0.72% among 360,000; AID 1745845; further: potency means the concentration at half of the fitted maximal effect; on the % scale 0 is the no-effect control and ±100 the full control effect; nearly all actives have a fitted effect of over 55% in size
#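 ATXN2-luciferase reporter cells (luciferase flanked by upstream and downstream ATXN2 gene portions) were treated 24 h at 37 °C with compounds at up to 57 uM. SteadyGlo luminescence gave expression; GF-AFC fluorescence gave viability.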
# TGFb SMAD3 inh = blocks TGF-b signaling | HepG2 CAGA-GFP TGF-b/SMAD3 reporter, GFP fluorescence, 18 h; TGF-beta stimulated, 500 pg/mL final | Potency, µM (doses to about 46.1 µM), inactives show top-dose activity, negative = inhibition, most hits filed as inhibitors | hit rate 1.2% among 410,000 | AID 588855; further: potency means the concentration at half of the fitted maximal effect; on the % scale 0 is the no-effect control and ±100 the full control effect; nearly all actives have a fitted effect of over 65% in size
#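 TGF-beta reporter screen: HEPG2 CAGA-GFP, 1% FBS, 500 pg/mL TGF-beta final, 18 h; per-cell GFP summed per well; curves fitted and categorized by class.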
# HepG2 tox = counter-screen for TGF-b inhibitors: cytotoxicity in HepG2 cells | HepG2 CAGA-GFP viability, ATP luminescence, 18 h | hit rate 0.76% among 410,000 | Potency, µM (highest dose often 46.1 µM), for inactives: at the highest dose activity change, negative = cytotoxicity, usual class: cytotoxic; further: potency means the concentration at half of the fitted maximal effect; some results filed as inactive show a strong effect at the top dose
#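 CellTiter-Glo luminescence gave cytotoxicity after 18 hours at 37 degrees C. The cells were HepG2 CAGA-GFP in 1% FBS DMEM, stimulated with 500 pg/mL TGF-beta after compound addition. %Activity was normalised to no-cell wells (complete cell-killing) and DMSO (no toxicity), and curves were fitted and classified.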
# IL2 activator = activators of IL-2. IL-2 activation reporter assay, cell-based qHTS; stimulated with anti-CD3/CD4/CD28 beads; in transgenic mouse T cells. activation, % (series mostly up to about 46 µM). hit rate 0.065% among 360,000. AID 652025; in the data active means activation above about 50%; inconclusive means mostly about 30% to 49%; further: 0% is about no effect
#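 Screening format: compound pinned onto unstimulated transgenic mouse T cells, 60 min incubation, then anti-CD3/anti-CD4/anti-CD28 bead stimulation for 18 hours at 37 degrees C, followed by EGFP and DsRed detection.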
# Nrf2 ARE act = activates Nrf2 signaling | AREc32 ARE-luciferase reporter (MCF7-derived line), luminescence, 24 h | Potency, µM (series often up to 46.1 µM), for the others: at the highest dose activation, usual class: activators | hit rate 0.31% among 410,000 | AID 624171; further: potency means the concentration at half of the fitted maximal effect; % of control where 0% means no effect; nearly all actives have a fitted effect of over 65% in size
#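 Cells of the AREc32 ARE-luciferase line are plated in OPTI-MEM containing 5% FBS and left overnight at 37 deg C. Compounds are pinned in, incubation continues 24 hr, and firefly luciferase signal is then measured.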
# EPAC2 ag = EPAC2 (human) agonism. AID 720711. hit rate 0.079% among 360,000. Potency, µM (doses to about 154 µM), inactives show top-dose activation, actives largely listed as activators. EPAC2 activation, biochemical qHTS; response scale: 100% = 6.5 mM cAMP response; further: potency means the concentration at half of the fitted maximal effect; nearly all actives have a fitted effect of over 50% in size
# Target sequence (Q8WZA2 whole entry, looked up): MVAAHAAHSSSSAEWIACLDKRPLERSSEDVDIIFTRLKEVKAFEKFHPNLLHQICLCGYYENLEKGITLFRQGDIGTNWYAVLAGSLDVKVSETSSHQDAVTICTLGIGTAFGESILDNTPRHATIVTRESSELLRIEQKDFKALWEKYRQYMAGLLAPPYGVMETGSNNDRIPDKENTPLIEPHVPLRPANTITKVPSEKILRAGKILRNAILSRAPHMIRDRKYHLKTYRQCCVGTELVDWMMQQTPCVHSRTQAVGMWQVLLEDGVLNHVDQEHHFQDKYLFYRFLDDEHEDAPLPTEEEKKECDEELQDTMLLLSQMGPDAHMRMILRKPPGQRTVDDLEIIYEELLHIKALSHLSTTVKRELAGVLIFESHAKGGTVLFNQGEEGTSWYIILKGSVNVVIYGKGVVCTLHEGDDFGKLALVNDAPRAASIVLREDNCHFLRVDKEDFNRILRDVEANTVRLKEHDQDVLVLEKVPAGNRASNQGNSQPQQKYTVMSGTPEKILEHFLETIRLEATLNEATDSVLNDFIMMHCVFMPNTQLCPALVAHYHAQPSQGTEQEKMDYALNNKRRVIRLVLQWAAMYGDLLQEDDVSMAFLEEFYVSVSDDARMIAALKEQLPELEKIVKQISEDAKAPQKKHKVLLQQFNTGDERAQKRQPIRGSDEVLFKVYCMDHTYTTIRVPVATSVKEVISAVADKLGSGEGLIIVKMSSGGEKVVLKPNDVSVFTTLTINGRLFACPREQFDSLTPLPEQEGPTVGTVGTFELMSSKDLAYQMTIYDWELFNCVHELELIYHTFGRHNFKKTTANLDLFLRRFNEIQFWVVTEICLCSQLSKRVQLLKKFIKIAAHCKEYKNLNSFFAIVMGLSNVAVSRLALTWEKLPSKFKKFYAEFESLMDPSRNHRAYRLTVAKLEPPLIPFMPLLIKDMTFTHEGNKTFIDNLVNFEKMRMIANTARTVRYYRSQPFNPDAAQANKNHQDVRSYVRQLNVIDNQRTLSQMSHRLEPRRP
#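 Fluorescence exchange assay: 100 nM EPAC2 with 250 nM RAP1B-BODIPY-GDP and 50 uM GDP; compounds tested as a concentration-titration series (qHTS). Loss of Rap1-bound BODIPY-GDP fluorescence read at 480/540 nm; data normalized to 6.5 mM cAMP.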
# ATXN viability = cell viability loss in ATXN counter-screen | S2 cells (HEK-293 line with an ATXN2-luciferase reporter) viability, CellTiter-Fluor protease fluorescence, 24 h | Potency, µM (top dose mostly 56.7 µM), actives largely listed as cytotoxic | hit rate 0.49% among 400,000 | AID 651635; further: potency means the concentration at half of the fitted maximal effect; nearly all actives have a fitted effect of over 40% in size
# * hit, by the source's call; i = inactive; ? = inconclusive; . = no result given; [ ] = remark or other dose. Unless noted, the call rests on the fitted dose curve; in most records, active means well fitted curve in the direction sought with a large enough effect; inconclusive means small, poorly fitted or top-dose-only effect, or another doubt; inactive means no such curve, though single readings can be large; an effect the other way counts as inactive or inconclusive.
# Second line of a record – Nrf2 block | A549 tox | ATXN2 expr inh | TGFb SMAD3 inh | HepG2 tox | IL2 activator | Nrf2 ARE act | EPAC2 ag | ATXN viability
CCN1CCN(C(=O)c2cnn(-c3ccc(F)cc3F)c2C2CCN(C(=O)OC(C)(C)C)CC2)CC1
  ? | 5% | . | 0% | -19% | . | 0.0% | . | .
CC(C)CC(=O)Nc1ccc2nc(SCC(=O)N3CCOCC3)sc2c1
  -24% | -2% | . | 0% | -13% | . | 4.1% | . | .
Cc1c(CN2CCc3c([nH]c4ccccc34)C2CC(C)C)cnn1C (stereo not drawn)
  5% | 12% | . | 19% | -1% | 3.0 | -0.4% | 5% | i
N#Cc1ccc(NC(=O)CCc2ccc(S(=O)(=O)N3CCOCC3)cc2)cc1
  ? | -7% | . | -11% | -12% | -1.6 | -0.1% | -2% | .
C=CCNC(=O)COC(=O)COc1ccc(Cl)cc1C
  -1% | -3% | -1% | -8% | 0% | 0.0 | -0.3% | 9% | i
Cc1ccc(CSc2nc3c(cc2C#N)CCC3)cc1
  -14% | -5% | 6% | 7% | 6% | 2.7 | -0.2% | 6% | i
COc1cc(CNn2c(C)n[nH]c2=S)cc(Br)c1OCC(=O)NC(C)(C)C
  ? | -1% | ? | 9% | 3% | 0.0 | 2.0% | 3% | i
CCOc1ccc(S(=O)(=O)Nc2ccccc2C(=O)N2CCOCC2)cc1
  6% | -2% | 13% | 7% | 22% | -1.6 | 0.3% | -2% | i
O=C(CNC(=O)c1ccc(Cl)cc1)NNc1c(F)c(F)cc(F)c1F
  1% | -14% | -16% | 23% | -5% | 0.4 | 0.3% | 2% | i
CCn1c(=O)c2cc(C(=O)N(C)c3ccc(OC)cc3OC)sc2c2ccccc21
  -25% | 1% | . | ? | -7% | -0.7 | -0.5% | 14% | ?
CNC(=S)N1CCc2cc(OC)c(OC)cc2C1
  -22% | 1% | -3% | -1% | -7% | -3.4 | -0.2% | 14% | i
CC1(C)C(=O)Nc2ccccc2N1C(=O)COC(=O)Cc1c(F)cccc1Cl
  1% | -3% | 1% | 4% | -1% | 4.6 | -0.1% | 5% | i
N/C(=N/OCc1cccc([N+](=O)[O-])c1)c1nonc1N
  5% | 0% | 9% | -10% | -13% | -0.6 | 3.9% | -3% | i
CCCOc1cccc(NC(=O)c2c(-c3ccccc3Cl)noc2C)c1
  ? | -5% | -16% | 8% | -1% | . | 1.1% | . | i
COc1ccc(OC)c(S(=O)(=O)NCc2ccccn2)c1
  2% | -1% | . | -1% | 1% | 3.3 | -0.9% | 1% | i
CC(OC(=O)/C=C/c1cccc(F)c1)C(=O)NC1CCCCC1C (stereo not drawn)
  -4% | -2% | -11% | 23% | 17% | -0.4 | 0.5% | 1% | i
O=C(O)c1cc([N+](=O)[O-])ccc1NCCc1ccccc1
  -39% | ? | 14% | -17% | -6% | -0.2 | -0.2% | 6% | i
COc1cc(S(=O)(=O)N2CCN(C)CC2)c(OC)cc1Br
  . | 0% | -5% | -12% | 7% | 0.1 | -0.3% | 2% | i
CCOC(=O)Cc1ccc(NC(=O)Nc2c[nH]c(=O)[nH]c2=O)cc1
  -23% | 0% | 1% | 0% | -7% | . | -0.8% | . | i
COc1ccc(CN(CC2CCCO2)C(=O)CN2C(=O)C(C)Oc3ccc(C)cc32)cc1OC (stereo not drawn)
  2% | 0% | -5% | 0% | -19% | -1.1 | 0.1% | 3% | i
CCOc1ccccc1C(=O)Nc1ccc(S(=O)(=O)N2CCCCC2c2cccnc2)cc1 (stereo not drawn)
  . | 2% | -16% | 7% | -7% | . | 0.0% | . | i
CC(=O)NC(NC(C)=O)c1ccc(N(C)C)cc1
  15% | -2% | 9% | 0% | -14% | -2.0 | -0.7% | 8% | i
CC(=O)c1c(C)[nH]c(C(=O)OCC(=O)NC(C)c2ccccc2)c1C (stereo not drawn)
  . | . | . | 3% | 4% | 0.5 | 0.0% | 8% | i
COc1ccc(S(=O)(=O)NC(N)=NCCc2ccccc2)cc1
  4% | 4% | -3% | 7% | -4% | -0.1 | 0.2% | -1% | i
Cc1c(C(=O)OCCN2CCCCC2)oc2ccccc12
  13% | -10% | 4% | -3% | -15% | -1.7 | -0.3% | -1% | i
Cc1cnc(NC(=O)Cc2c[nH]c3ccccc23)s1
  0% | 30% | 45%[activator] | -3% | -16% | -0.6 | 6.6% | 7% | i
Cc1noc(C)c1C(=O)Nc1sc2c(c1C(N)=O)CCC2
  2% | -3%[1.84 µM] | -12% | -4% | -1% | 13 | 0.4% | 2% | i
O=C(NC(=S)Nc1ccc(S(=O)(=O)N2CCCC2)cc1)C1CCC1
  1% | 1% | 0% | 0% | 3% | -2.7 | -0.7% | 1% | i
Cc1nn(-c2ccccc2)c(Cl)c1C1C(C#N)=C(N)Oc2n[nH]c(C)c21 (stereo not drawn)
  -14% | -6% | -5% | 13% | -6% | -2.8 | 2.8% | 8% | i
O=C(CN1CCN(c2ccc(F)cc2)CC1)NCc1cccs1
  26% | 9% | -8% | 7% | 0% | 1.5 | 0.1% | 3% | i
COC(=O)CNC(=O)C(Cc1c[nH]c2ccccc12)NC(=O)OC(C)(C)C (stereo not drawn)
  1% | -4% | 7% | 0% | -16% | 1.3 | 0.0% | -5% | i
COc1cc(C2Nc3cccc4cccc(c34)N2)cc(OC)c1O
  ? | ? | 3% | -17% | -13% | 0.6 | -0.6% | 22% | ?
Cc1cn([C@H]2C[C@H](O)[C@@H](CCC(=O)NCCN3CCCCC3)O2)c(=O)[nH]c1=O
  8% | 0% | 1% | -1% | 3% | 0.9 | -0.3% | 8% | i
COc1ccc(-c2nc3nc(C)cc(Nc4ccc(C(C)=O)cc4)n3n2)cc1
  18% | -8% | 8% | ? | -10% | . | 0.9% | . | ?
O=C(COC(=O)c1cc(=O)c2ccccc2o1)NCc1ccccc1
  5% | 0% | -3% | -13% | -14% | 0.1 | -0.1% | 9% | i
Cc1onc(-c2ccccc2)c1C(=O)NC1CCC(C)CC1 (stereo not drawn)
  -4% | -2% | -1% | -4% | 0% | 0.0 | 0.0% | 4% | i
CCC(C(=O)NC(CC(=O)O)c1ccc(Cl)cc1)c1ccccc1 (stereo not drawn)
  -5% | -2% | -7% | 0% | 3% | -2.3 | -0.4% | 14% | i
Cc1csc2c(N3CCN(C(=O)Nc4ccccc4)CC3)ncnc12
  8.2µM* | -3% | -29% | -2% | -10% | 0.2 | 4.0% | 10% | i
O=C(c1ccc2c(c1)OCCO2)N1CCCCC1
  6% | -1% | 13% | 9% | -1% | -0.6 | -0.1% | 7% | i
O=C(CSc1nc(-c2ccccc2)nc2c1CCCC2)c1ccc(Cl)cc1
  -1% | -5% | 8% | 4% | 0% | . | 0.5% | . | i
O=C(NCc1ccco1)c1cccc(C(F)(F)F)c1
  -5% | 1% | -7% | 0% | -5% | 0.8 | 7.5% | -3% | i
Cc1ccc(C(=O)Oc2ccc(C(=O)COC(=O)c3cnccn3)cc2)cc1
  2% | 0% | 7% | -1% | 7% | -0.7 | 0.3% | 3% | i
CCc1cccc(CC)c1NC(=O)CN1C2CCCC1CC(NC(=O)Nc1cccc(OC)c1)C2 (stereo not drawn)
  ? | -14% | 3% | -14% | -35% | -1.4 | 6.5% | 13% | i
COc1ccc2c(c1OC)C(=O)N1C2SC(C)(C)[C@H]1C(=O)NCCCOC(C)C (stereo partly drawn)
  1% | -2% | 3% | 0% | 0% | -1.5 | -0.1% | -7% | i

# Taken from the entries so far, 10 compounds:
# Second line of a record – Nrf2 block | A549 tox | ATXN2 expr inh | TGFb SMAD3 inh | HepG2 tox | IL2 activator | Nrf2 ARE act | EPAC2 ag | ATXN viability
O=C(COC(=O)c1cc(=O)c2ccccc2o1)NCc1ccccc1
  5% | 0% | -3% | -13% | -14% | 0.1 | -0.1% | 9% | i
Cc1onc(-c2ccccc2)c1C(=O)NC1CCC(C)CC1 (stereo not drawn)
  -4% | -2% | -1% | -4% | 0% | 0.0 | 0.0% | 4% | i
CCC(C(=O)NC(CC(=O)O)c1ccc(Cl)cc1)c1ccccc1 (stereo not drawn)
  -5% | -2% | -7% | 0% | 3% | -2.3 | -0.4% | 14% | i
Cc1csc2c(N3CCN(C(=O)Nc4ccccc4)CC3)ncnc12
  8.2µM* | -3% | -29% | -2% | -10% | 0.2 | 4.0% | 10% | i
O=C(c1ccc2c(c1)OCCO2)N1CCCCC1
  6% | -1% | 13% | 9% | -1% | -0.6 | -0.1% | 7% | i
O=C(CSc1nc(-c2ccccc2)nc2c1CCCC2)c1ccc(Cl)cc1
  -1% | -5% | 8% | 4% | 0% | . | 0.5% | . | i
O=C(NCc1ccco1)c1cccc(C(F)(F)F)c1
  -5% | 1% | -7% | 0% | -5% | 0.8 | 7.5% | -3% | i
Cc1ccc(C(=O)Oc2ccc(C(=O)COC(=O)c3cnccn3)cc2)cc1
  2% | 0% | 7% | -1% | 7% | -0.7 | 0.3% | 3% | i
CCc1cccc(CC)c1NC(=O)CN1C2CCCC1CC(NC(=O)Nc1cccc(OC)c1)C2 (stereo not drawn)
  ? | -14% | 3% | -14% | -35% | -1.4 | 6.5% | 13% | i
COc1ccc2c(c1OC)C(=O)N1C2SC(C)(C)[C@H]1C(=O)NCCCOC(C)C (stereo partly drawn)
  1% | -2% | 3% | 0% | 0% | -1.5 | -0.1% | -7% | i
